Wnt bcat act: activators of Wnt/beta-catenin signaling; activation, % at 9.35 µM; Wnt/beta-catenin reporter cell assay, activator, plate reader; AID 743398; 1.2% of 300,000 active; in the data active = activation above about 30%, passing the limit was not always enough;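 note: 0% = neutral control wells and 100% = positive control wells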
dFosB act: activators of mouse delta FosB homodimer. purified delta FosB, TAMRA-CDK5 oligo fluorescence polarization; percent of positive-control signal above neutral wells. activation, % at 25 µM. 0.99% of 340,000 active. P13346. AID 493131;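 active = mean activation above about 17%, with every replicate also reaching it, limit read from the data, passing the limit was not always enough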;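 note: fluorescence polarization rise as delta FosB binds a TAMRA Cdk5 AP-1 oligo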
MITF TRPM1 HTS: activators of MITF-driven TRPM1 promoter activity in SK-MEL-5 cells. 0.75% of 300,000 active. activation, % at 12.5 µM. SK-MEL-5 TRPM1-promoter luciferase, 24 h; % of positive control, neutral wells = 0;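 active = mean activation of at least 80% with every replicate also reaching 80%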;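 note: 0% = neutral control wells and 100% = parthenolide positive control wells; values of inactives mirror those of a sister screen read the other way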
CDK5 inh: blocks human CDK5/p35 kinase activity | inhibition, % at 10 µM | AID 488839 | Q00535+Q15078 | 0.01% of 330,000 active | Recombinant CDK5/p35, ADP-Glo luminescence, 60 min;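 active = highest replicate inhibition of at least 50% and at least 75% of replicates reaching 50%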;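 note: plate controls were DMSO neutral control for no effect and GW8510 at 10 µM for full effect; many of its hits are not listed in these tables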
Target sequence (Q00535 whole entry, looked up): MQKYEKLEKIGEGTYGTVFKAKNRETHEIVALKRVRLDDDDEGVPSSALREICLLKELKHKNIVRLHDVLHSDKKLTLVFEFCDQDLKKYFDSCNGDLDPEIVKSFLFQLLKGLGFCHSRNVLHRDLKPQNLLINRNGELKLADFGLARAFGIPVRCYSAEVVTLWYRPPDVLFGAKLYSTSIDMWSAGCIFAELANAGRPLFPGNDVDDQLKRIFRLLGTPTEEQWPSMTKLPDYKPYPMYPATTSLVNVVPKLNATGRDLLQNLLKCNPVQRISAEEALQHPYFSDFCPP
Target sequence (Q15078 whole entry, looked up): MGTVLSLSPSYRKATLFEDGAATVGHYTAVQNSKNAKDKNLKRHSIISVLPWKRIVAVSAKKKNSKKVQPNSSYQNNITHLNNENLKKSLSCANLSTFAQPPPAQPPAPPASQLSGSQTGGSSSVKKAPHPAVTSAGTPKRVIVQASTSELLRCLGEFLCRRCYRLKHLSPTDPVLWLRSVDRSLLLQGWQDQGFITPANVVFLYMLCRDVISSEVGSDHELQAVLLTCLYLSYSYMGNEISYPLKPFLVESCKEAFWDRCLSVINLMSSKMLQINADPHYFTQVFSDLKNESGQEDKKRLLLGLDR
Tat export inh: inhibitors of E. coli Tat protein transport | E. coli MC4100 TorA-mCherry Tat export, fluorescence | inhibition, % at 10 µM | 0.036% of 340,000 active | AID 488895;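 active = mean replicate inhibition at least 50% and at least half of replicates individually reaching 50%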;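 note: exported cargo escapes ClpAP degradation while cytoplasmic cargo is degraded and loses fluorescence; 0% = median of neutral control wells and 100% = median of NaSCN control wells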
CAL PDZ FP-1: blocks peptide binding to the human CAL PDZ domain. 0.92% of 300,000 active. inhibition, % at 24.9 µM. AID 602252. purified CAL PDZ, TMR-peptide fluorescence polarization, 1 h;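 active = mean inhibition of at least 30% with at least half of replicates also reaching 30%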;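 note: 0% = DMSO neutral control and 100% = excess unlabeled competitor peptide PRC23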
Rtt109 Vps75: C. albicans Rtt109 histone acetyltransferase inhibition; Q5AAJ8; purified Rtt109/Vps75, ThioGlo CoA-SH fluorescence, 4 h; inhibition, % at 34.9 µM; 0.16% of 330,000 active; AID 540336;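 active = inhibition of at least 50% in every replicate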
Target sequence (Q5AAJ8 whole entry, looked up): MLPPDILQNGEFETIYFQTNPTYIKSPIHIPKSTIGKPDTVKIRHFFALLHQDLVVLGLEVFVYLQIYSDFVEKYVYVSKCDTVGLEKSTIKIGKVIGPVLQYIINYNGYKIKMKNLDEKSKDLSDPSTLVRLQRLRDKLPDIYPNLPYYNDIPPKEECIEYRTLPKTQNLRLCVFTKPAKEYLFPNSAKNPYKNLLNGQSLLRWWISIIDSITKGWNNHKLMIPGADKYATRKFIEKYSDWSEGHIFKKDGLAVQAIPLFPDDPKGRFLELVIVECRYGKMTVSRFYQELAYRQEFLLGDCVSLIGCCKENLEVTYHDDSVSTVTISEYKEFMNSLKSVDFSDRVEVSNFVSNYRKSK
V-ATPase pH: yeast V-ATPase proton transport regulation by pHLuorin; response, % at 10 µM; 0.37% of 350,000 active; S. cerevisiae, pHLuorin cytosolic pH fluorescence; in the data active = response mostly above about 7.3%, no sharp cut-off; inactive = mostly below about 5.4%; note: actives read high; inactives centre near 0; some compounds called inactive have numbers as strong as hits
CAL PDZ FP-2: human CAL PDZ-peptide interaction inhibition; Q9HD26; purified CAL PDZ, TMR-peptide fluorescence polarization, 1 h; inhibition, % at 20 µM; AID 504414; 0.02% of 330,000 active;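 active = highest replicate inhibition of at least 40%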;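 note: plate controls were DMSO neutral control wells for no effect and unlabeled competitor peptide control wells for full effect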
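material = purified tagged CAL PDZ domain construct (CerCALP) | buffer or medium = sodium phosphate/NaCl buffer pH 7.4 with TCEP, IgG, Thesit | reagent = TMR-labelled reporter peptide T*-PRC34 bound in PDZ groove | incubation = 1 h room-temperature incubation prior to read | measured by = fluorescence polarization (mP) | evaluation = percent inhibition from loss of millipolarization | control set = unlabelled peptide and DMSO controls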
RTF Ca sens act: increases calcium sensitivity of human cardiac regulated thin filaments; P19429+P45379; IANBD-labeled TnC RTF fluorescence at EC20 calcium; 0% EC20 calcium, 100% full calcium; activation, % at 7.2 µM; 0.24% of 340,000 active; AID 493008;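 active = activation above the mean over all tested compounds plus 3 SD, cut at about 30% in these data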;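 note: rise in fluorescence read as greater calcium sensitivity of cardiac thin filaments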
The depositor's hits bear a star; x = not tested or not shown.

Wnt bcat act	dFosB act	MITF TRPM1 HTS	CDK5 inh	smiles	Tat export inh	CAL PDZ FP-1	Rtt109 Vps75	V-ATPase pH	CAL PDZ FP-2	RTF Ca sens act
x	-6	x	1.0	Cc1cc(=O)n(CC=C(Cl)Cl)c2ccccc12	3	-4	0	-1	-2.6	15
20	-5	x	1.5	C=CCNC(=S)/N=c1/ccccn1CC	6	-2	15	7	0.1	5
-1	3	x	2.6	CN(C)CCCNC(=O)C1(O)c2cc(Br)ccc2NC(=O)N1c1c(F)cccc1F (configuration not stated)	3	-2	-8	-1	1.4	-2
-1	-4	6	0.0	S=C(N/N=C/c1ccc(Cl)c(Cl)c1)Nc1ccccc1Cl	-3	-6	-7	-1	-0.1	-3
0	1	-7	-6.3	CC1=C(C#N)CCC(=O)N1Cc1c(F)cccc1Cl	14	0	-4	9	-3.5	5
-3	-1	-14	2.7	O=C1Nc2ccccc2C(=O)N2[C@H](c3cccc(Br)c3)[C@@H]3C(=O)N(Cc4ccccc4)C(=O)[C@@H]3[C@H]12	-11	-1	5	-1	-0.8	11
20	13	48	0.7	C/C(=N\NC(=O)c1c(Br)cnn1C)c1ccc(NC(=O)c2ccc(F)cc2)cc1	-8	5	-3	3	0.0	1
-1	-8	-2	0.2	COc1cc(C2NC(=O)CCC2[N+](=O)[O-])c(OC)cc1Br (configuration not stated)	-8	0	3	-2	1.9	-2
2	-10	13	0.6	CC(=O)/C(N=Nc1ccc(SC(F)F)cc1)=C(\C)O	3	-1	15	0	-2.0	9
1	-7	1	0.7	COc1ccc(CCN2C(=O)CC(C(N)=O)SC2=Nc2ccccc2)cc1OC (configuration not stated)	-2	-5	2	-4	-0.8	2
0	8	3	-1.0	CCOc1ccccc1C(=O)NCC(=O)OCCOc1cccc(Cl)c1	5	-2	1	1	-1.8	-1
-12	-7	38	1.2	CC(=O)c1c(C)[nH]c(C2=NNC(=NC(C)(C)C)SC2)c1C	-4	-5	1	1	-0.1	1
29	3	-5	2.2	Cc1ccnc(NC(=O)CNC(=O)c2cccs2)c1	4	1	0	10	-0.6	5
-2	-10	1	-12	O=C(CN1C(=O)NC2(CCCc3ccccc32)C1=O)Nc1ccccc1OC(F)F (configuration not stated)	25	x	0	-3	-0.3	0
x	-11	11	-2.2	O=C(Cn1nnc(-c2ccc(S(=O)(=O)N3CCCC3)cc2)n1)NCC1CCCO1 (configuration not stated)	0	x	3	1	-2.0	2
-1	-1	-12	1.0	CC(C)N(Cc1nc(-c2ccc(Cl)cc2)no1)Cc1nccn1C	-7	x	2	-3	-1.1	1
0	-2	-5	0.3	COCCCN(C(=O)c1ccc(N2CCCC2=O)cc1)c1c(N)n(Cc2ccccc2)c(=O)[nH]c1=O	1	-3	2	-2	-2.8	-9
x	23*	8	x	Cc1cc(C)c(O)c(-c2cc(C(=O)Nc3ccc(S(=O)(=O)N4CCOCC4)cc3)[nH]n2)c1	2	-6	7	2	-1.9	-8
-1	1	3	-9.8	CCOC(=O)c1[nH]c2ccccc2c1NC(=O)C(CC)CC	12	-1	-10	3	0.0	10
2	5	-12	0.0	O=C(COC(=O)c1ccc([N+](=O)[O-])o1)Nc1ccc(Br)cc1F	-25	-1	3	0	0.3	-7
0	4	4	-0.2	O=C(CCNC(=O)c1ccco1)Nc1ccccc1N1CCOCC1	-2	0	-4	3	0.1	-1
3	-1	-20	1.1	Cc1ccc(S(=O)(=O)c2nc(S(=O)(=O)CCO)sc2N2CCOCC2)cc1	-2	-5	2	1	-2.0	1
x	-13	-13	0.8	CSCCC(NC(=O)c1ccc([N+](=O)[O-])cc1Cl)C(=O)OCC(=O)NC1CCCC(C)C1C (configuration not stated)	6	2	-3	-1	0.3	2
x	-6	-5	-0.5	COc1ccc(CC(=O)Nc2c3c(nn2-c2cccc(C)c2C)CS(=O)(=O)C3)cc1	9	13	2	-5	-0.3	6
2	3	0	0.4	CN(C(=O)n1cnc2ccccc21)c1ccccc1	4	1	-4	2	-0.4	2
-1	2	x	1.0	Cc1c(Cl)cccc1NC(=S)NC1CCCC1	-5	-4	4	1	-0.8	4
-1	-5	62	-0.5	O=C(c1ccco1)N1CCc2ccccc21	10	x	-6	-2	-0.4	-1
-1	-2	-17	-0.1	CCn1cc(CCC(=O)NCCN2CCOCC2)c2ccccc21	4	1	-4	2	0.4	0
39*	-1	-14	x	CCOC(=O)c1csc(Nc2nc3ccc(F)cc3s2)n1	-3	39*	-5	1	0.1	1
-3	-11	-8	-1.9	CCCCN1CC(COCc2ccccc2)Oc2cccc(OCCN3C(=O)[C@@H]4[C@H](C3=O)C3C=C[C@H]4C3)c2S1(=O)=O (some centres not stated)	9	2	-3	4	-1.0	4
0	5	-6	1.4	O=C(O)COc1cccc2nsnc12	-3	-2	-8	2	-1.4	-1
-4	7	x	0.3	COC(=O)C(CCSC)NC(=O)CNS(=O)(=O)c1ccc(Cl)cc1 (configuration not stated)	6	-3	-1	4	x	8
x	-3	57	-1.4	C=CCn1nnc2sc3c(c2c1=O)CCC(C)C3 (configuration not stated)	8	-3	16	3	-1.3	-3
-3	-12	16	0.4	COc1ccc(-c2noc3c2-c2nc(-c4ccccc4)sc2CC3)cc1	3	1	-7	2	-0.9	0
20	0	32	-0.2	Clc1c(-c2ccccc2)nnn1-c1ccccc1	1	x	-10	3	-3.2	9
8	-23	43	1.8	CCC(C)c1ccc(NC(=O)c2[nH]c(C)c(C(C)=O)c2C)cc1 (configuration not stated)	3	9	0	1	-2.2	9

Full records, looked up by structure. Order of screens: Wnt bcat act, dFosB act, MITF TRPM1 HTS, CDK5 inh, Tat export inh, CAL PDZ FP-1, Rtt109 Vps75, V-ATPase pH, CAL PDZ FP-2, RTF Ca sens act
Listed for O=C(O)COc1cccc2nsnc12 = 0, 5, -6, 1.4, -3, -2, -8, 2, -1.4, -1
Listed for CCn1cc(CCC(=O)NCCN2CCOCC2)c2ccccc21 = -1, -2, -17, -0.1, 4, 1, -4, 2, 0.4, 0
Listed for COc1ccc(-c2noc3c2-c2nc(-c4ccccc4)sc2CC3)cc1 = -3, -12, 16, 0.4, 3, 1, -7, 2, -0.9, 0

Next records.
Wnt bcat act	dFosB act	MITF TRPM1 HTS	CDK5 inh	smiles	Tat export inh	CAL PDZ FP-1	Rtt109 Vps75	V-ATPase pH	CAL PDZ FP-2	RTF Ca sens act
-3	-3	6	-0.4	COc1ccc2[nH]c3c(c2c1)CCN1C(=O)C(CC(=O)NC(C)(C)C)C[C@H](C(=O)N2CCCCC2)[C@@]31CCc1ccccc1 (some centres not stated)	8	-1	-2	3	-0.7	-3
0	-17	-4	-6.5	Cc1ccc(/C=c2\sc3nc(-c4ccco4)nn3c2=O)o1	4	-2	0	-4	x	-9
2	-10	10	-0.4	COc1cccc(C(=O)Nc2ccccc2C(=O)N2CCCC2)c1	-9	0	6	0	x	-2
-3	-12	2	-0.8	CC(C)c1ccc(/C=C(\NC(=O)c2ccccc2)C(=O)NCCN2CCOCC2)cc1	-6	-7	2	-2	-2.7	-3
14	5	83*	2.0	CN(c1ccc(C(=O)COC(=O)C2CC2)cc1)S(C)(=O)=O	-4	-3	0	2	-0.1	2
-2	5	5	0.8	CC1(C)CC(=O)C(CC(=O)NC2CCCc3ccccc32)C(=O)C1 (configuration not stated)	5	106*	6	-1	0.7	4
x	-5	3	-1.9	CCCNC(=O)Cn1c(=O)cnc2ccccc21	7	-4	3	0	-0.9	-1
x	-3	-2	0.3	COc1ccc(-c2nnn(Cc3nc(N)nc(N4CCCCC4)n3)n2)cc1	2	-5	3	0	-3.3	-6
-2	-4	-9	-1.0	O=C(NCC(c1cccnc1)N1CCN(c2ccccc2F)CC1)C1CCCCC1 (configuration not stated)	-2	-2	3	0	x	7
-1	-3	1	2.1	Cc1cc(C)c2[nH]c(C)c(CN3CCCCCC3)c(=O)c2c1	12	2	1	0	0.1	1
x	-8	-5	-0.4	COC(=O)c1ccc(CSc2nc3ccc(C)cc3[nH]2)o1	5	-5	10	0	-1.1	-4
15	1	41	0.7	O=C(Cn1cnc2ccccc2c1=O)Nc1ccc2c(c1)OCO2	2	-3	-3	-1	-0.5	2
-4	0	-9	0.3	CC(=O)N1CCc2cc(S(=O)(=O)NC3CCCCC3)ccc21	-6	-9	7	1	-0.9	3
0	-5	16	-1.8	CCOCCCNC(=O)c1ccc(N2CCCC2)c(NS(=O)(=O)c2ccc(C)cc2)c1	21	-2	9	-2	-2.2	-4
4	-12	20	-0.5	C=CCOc1ccc(/C=C/C(=O)OCC(=O)Nc2c(C)n(C)n(-c3ccccc3)c2=O)cc1	-5	-1	3	2	-2.0	9
x	2	-7	-0.8	O=C(CCN1C(=O)C2CC=C(Cl)CC2C1=O)Nc1ccccc1O (configuration not stated)	4	-2	3	2	0.0	1
0	-8	x	2.2	Cc1ccc(S(=O)(=O)Nc2cccc(NC(=O)CN3CCCCC3)c2)cc1	-2	-1	15	-7	-2.1	1
0	-1	-12	-1.2	CCOC(=O)c1cccc(NC(=O)/C=C/c2ccc([N+](=O)[O-])cc2)c1	-11	0	1	3	-2.5	5
3	-4	-8	-6.4	CN(C)CCCNCCCNC(=O)/C(=N\O)c1ccccc1	28	-4	-11	5	0.9	10
-2	-2	10	1.0	Cc1ccc(NS(=O)(=O)c2cc3[nH]c(=O)c(=O)[nH]c3cc2C)c(C)c1	-10	-3	-5	4	0.8	0
10	-11	3	1.9	O=C(/C=C/c1ccc(F)cc1)c1cc(Br)ccc1O	3	2	0	-13	-1.0	-1
x	-9	x	-0.5	CCOC(=O)Cn1c(C)c(Br)c(=O)c2cccc(C)c21	-5	-6	-5	1	-2.1	-1
0	5	-6	1.5	CC1CCCC(C)N1C(=O)COC(=O)Cc1ccc(F)cc1 (configuration not stated)	-2	-2	-6	1	-1.1	-8
-1	-12	-3	-0.3	O=C(N/N=C/c1ccc(N2CCOCC2)cc1)C1COc2ccccc2O1 (configuration not stated)	4	x	-11	-1	-1.3	3
x	3	-3	-0.6	O=C(COC(=O)CCOc1ccccc1)Nc1ccc(Cl)cn1	2	x	7	-2	-0.4	-6
-2	2	5	-0.4	CSCCCNC(=S)Nc1cccc(S(=O)(=O)NC2=NCCC2)c1	-1	-2	-4	1	-0.6	1
0	-6	-8	0.0	COc1cc2[nH]c(=S)nc(NCC3CCCO3)c2cc1OC (configuration not stated)	5	1	9	-5	-3.9	-4
x	-7	-4	4.0	O=S(=O)(NCC1OCCc2ccccc21)c1ccc(S(=O)(=O)N2CCOCC2)cc1 (configuration not stated)	13	0	x	0	-2.0	1
x	-6	9	-3.0	CCc1ccccc1Nc1nc(N)nc(COC(=O)CCC(=O)c2ccc(F)cc2)n1	-2	0	9	-3	0.1	-1
4	-9	2	0.6	CCCCn1nc(C(=O)N(C)CC(=O)Nc2cccc(F)c2)c2ccccc2c1=O	-4	-2	5	-2	-2.0	0
-5	8	14	1.2	O=C(Nc1cc(C(F)(F)F)ccc1-n1cncn1)c1ccc(Cl)cc1	8	-2	-5	0	2.7	-6
8	-4	33	-0.7	COc1ccc(/C=N/Nc2ccccn2)c(OC)c1OC	8	0	-6	-4	-0.1	1
